# Growth percent in the NCI-60 one-dose screen (48 h, 10 µM unless noted): 100 = growth as untreated, 0 = no growth, -100 = all killed.
# K-562: K-562 leukemia | 78,000 tested, 7.4% active
# HS 578T: HS 578T breast cancer | 78,000 tested, 4.1% active | AID 1794788
# T-47D: T-47D breast cancer. 79,000 tested, 5% active
# MCF7: MCF7 breast cancer. 82,000 tested, 6.3% active
# MDA-MB-231: MDA-MB-231 breast cancer; 81,000 tested, 5% active
# BT-549: BT-549 breast cancer; 78,000 tested, 4.4% active
# SR: SR leukemia cells; 73,000 tested, 8.7% active; AID 1794780
# MDA-MB-468: MDA-MB-468 breast cancer | AID 2202374 | 78,000 tested, 8.5% active
# Starred values were filed as active, the others as inactive; . = not tested or not shown; [ ] = another dose, or the depositor's remark. Rule for the calls: active = growth percent below 10; inactive = the rest. Rows were taken by chance; any-hit rate near 13%.
compound	T-47D	K-562	MDA-MB-231	SR	HS 578T	MCF7	MDA-MB-468	BT-549
CCOC(=O)CCCCc1ccc(C(C)=O)cc1	101	100	106	106	101	98	105	.
C/C(=C/c1ccco1)[N+](=O)[O-]	86	119	111	102	107	100	112	92
O=Nc1c(O)c(S(=O)(=O)O)cc2cc(S(=O)(=O)O)ccc12	92	.	115	.	98	101	100	100
CCCC(C)C(=O)OCCCc1ccccc1 (configuration not stated)	82	120	87	94	92	92	101	97
COc1cc(/C=C/c2cc(=O)c3c(C)c(Cl)c(C)cc3o2)cc(OC)c1OC	46	69	82	24	70	64	78	83
CC(C)(C)C1CCNC(=O)CC1 (configuration not stated)	.	133	101	130	123	100	107	118
CCOC(=O)C1=C(c2ccccc2)N=c2s/c(=C/c3ccc(Br)cc3)c(=O)n2C1c1cc(OC)c(OC)c(OC)c1 (configuration not stated)	77	96	73	81	83	74	85	98
O=C1NC(=O)/C(=C/c2ccc(Cl)cc2Cl)S1	66	105	77	100	91	92	89	86
Clc1ccccc1-c1nc(-c2c[nH]c3ncccc23)cs1	41[100 µM]	97[100 µM]	71[100 µM]	94[100 µM]	78[100 µM]	66[100 µM]	53[100 µM]	81[100 µM]
Cc1ccc(-c2cc(C=C3C(=O)NC(=O)NC3=O)nn2-c2ccccc2)cc1	109	106	110	107	93	99	83	88
Brc1ccc2[nH]cc(-c3nn4cc(-c5ccncc5)nc4s3)c2c1	16	43	81	29	53	23	37	61
COc1cccc2c1OC13Oc4c(cccc4OC)C=C1CCCCC3=C2	83	94	86	97	84	92	89	106
COc1ccc(/C=N/N=C(/c2ccccc2)c2ccc3nc(-c4ccc(Cl)cc4)[nH]c3c2)cc1	64	48	95	71	97	72	70	86
O=c1nc(NCc2ccccc2Cl)sc2ccccc12	93	89	106	112	118	91	98	123
CCCCOc1nc2ccccc2cc1C1CNC(=O)c2ccccc2N1 (configuration not stated)	21	13	48	20	34	21	-1.8*	41
Oc1c(C(c2ccccc2)N2CCCCC2)ccc2ccccc12 (configuration not stated)	98	107	116	88	101	97	101	97
N#CC1=C(N)Oc2c(ccc3ccccc23)C1c1cccs1 (configuration not stated)	64	0.9*	-9.7*	-11*	22	8.0*	26	25
CCCCCn1sc(=O)n(Cc2ccc(CNC(=O)OCc3ccc4cccc(O)c4n3)cc2)c1=O	-47*	3.4*	-62*	4.1*	11	0.8*	-48*	.
Cc1ccc(NS(=O)(=O)c2ccc(-c3cnc(C4CC4)o3)cc2)cc1C	26	9.4*	40	.	14	12	-26*	35
N#CCCC(CCC#N)(CCC#N)C(=O)c1ccc(Cl)c(Cl)c1	98	106	96	102	113	97	106	103
COc1ccc(-c2ccc(-c3ccc(-c4ccc(C(=N)N)cc4)s3)s2)cc1OC	29	-50*	80	6.8*	90	-20*	-71*	98
Cc1ccc(S(=O)(=O)NCl)cc1	88	102	115	.	109	.	101	98
COc1ccc(-c2nn(-c3cccc(Cl)c3)cc2C2CC(c3cccs3)=NN2C(C)=O)cc1 (configuration not stated)	92	119	104	103	92	79	89	138
O=C(O)c1cn(C2CC2)c2cc(N3CCN(C(=O)N/N=C/c4cccc5ccccc45)CC3)c(F)cc2c1=O	90	103	95	88	96	98	103	6.2*
COc1cc(-c2c(C#N)nnn2-c2cccc(Cl)c2)cc(OC)c1OC	88	98	93	57	103	93	82	101
COc1ccc(Oc2nc(Nc3ccc(N4CCOCC4)cc3)ncc2NC(=O)c2cc(OC)cc(OC)c2)cc1	94	58	85	35	77	77	87	90
Nc1ncn(C(=S)Nc2ccccc2)n1	.	118	111	96	95	104	108	100
CCOc1ccc(/C(C)=N\NC(N)=O)cc1	81	89	85	97	.	88	92	105
CCOC(=O)C(CC)(COC)C(=O)OCC	104	100	110	.	109	95	109	103
CCCCCCCCCCCCCCCCNC(=S)N/N=C/c1cccc([N+](=O)[O-])c1	90	102	105	93	.	62	87	100
CCc1c(C)c2ccc(O)c(-c3cc(-c4ccccc4)c(C#N)c(=O)[nH]3)c2oc1=O	86	.	73	96	118	85	102	113
COc1ccc(C2CC(=O)Nc3c2c(C)nn3-c2ccc(Cl)nn2)cc1 (configuration not stated)	91	89	89	86	88	90	92	97
COc1cc(C(=O)Oc2ccc(/C=C/c3cc(OC(=O)c4cc(OC)c(OC)c(OC)c4)cc(OC(=O)c4cc(OC)c(OC)c(OC)c4)c3)cc2)cc(OC)c1OC	90	102	106	95	96	92	95	108
N#Cc1ccccc1/C=N/NC1=NCCN1S(=O)(=O)c1ccc([N+](=O)[O-])cc1	94	100	92	102	88	92	97	93
N=c1c2ccccc2nc2n1CCCCCCC2	130	116	110	115	100	101	130	116
O=C(CSc1nc2sc3c(c2c(=O)n1-c1ccccc1)CCCCC3)N/N=C/c1ccc(O)cc1	84	95	92	84	113	99	112	98
Cc1cc(C)c(C)c(C)c1C	91	90	107	86	104	92	93	108
Cc1cc(CNc2nc3ccc(OC/C(=C\F)CN)cc3o2)cc(C)n1	100	85	92	94	93	94	100	99
CCOC(=O)C1=C(N)N(c2ccc(C)cc2)C2=C(C(=O)CC(C)(C)C2)C1c1ccc([N+](=O)[O-])cc1 (configuration not stated)	99	95	106	94	103	96	99	104
COC(=O)c1ccc(N=NN(C)COC(C)=O)cc1	.	110	.	.	93	94	99	92
CCCc1cc(C)ccc1O	105	90	109	118	98	99	122	94
Clc1ccc(/C=C(/C2=NCCN2)n2ccc3ccccc32)cc1	68	61	64	53	79	52	69	.
COc1ccc(C(=O)C(C#N)c2ccccc2)cc1 (configuration not stated)	105	111	113	106	103	95	86	.
COc1ccc(/C=C/C(=O)c2ccc(NC(=O)CSc3nnc(-c4ccc5nc(-c6ccc(OC)cc6)[nH]c5c4)o3)cc2)cc1	69	71	90	60	79	83	107	86
CN(C)Cc1ccc(NC(=O)c2cncc(C#Cc3cnc(N)c4ncccc34)c2)cc1F	105	-4.5*	-73*	2.9*	87	-46*	72	132

# A portion from further up, as a working copy:
compound	T-47D	K-562	MDA-MB-231	SR	HS 578T	MCF7	MDA-MB-468	BT-549
COc1cc(C(=O)Oc2ccc(/C=C/c3cc(OC(=O)c4cc(OC)c(OC)c(OC)c4)cc(OC(=O)c4cc(OC)c(OC)c(OC)c4)c3)cc2)cc(OC)c1OC	90	102	106	95	96	92	95	108
N#Cc1ccccc1/C=N/NC1=NCCN1S(=O)(=O)c1ccc([N+](=O)[O-])cc1	94	100	92	102	88	92	97	93
N=c1c2ccccc2nc2n1CCCCCCC2	130	116	110	115	100	101	130	116
O=C(CSc1nc2sc3c(c2c(=O)n1-c1ccccc1)CCCCC3)N/N=C/c1ccc(O)cc1	84	95	92	84	113	99	112	98
Cc1cc(C)c(C)c(C)c1C	91	90	107	86	104	92	93	108
Cc1cc(CNc2nc3ccc(OC/C(=C\F)CN)cc3o2)cc(C)n1	100	85	92	94	93	94	100	99
CCOC(=O)C1=C(N)N(c2ccc(C)cc2)C2=C(C(=O)CC(C)(C)C2)C1c1ccc([N+](=O)[O-])cc1 (configuration not stated)	99	95	106	94	103	96	99	104
COC(=O)c1ccc(N=NN(C)COC(C)=O)cc1	.	110	.	.	93	94	99	92
CCCc1cc(C)ccc1O	105	90	109	118	98	99	122	94
Clc1ccc(/C=C(/C2=NCCN2)n2ccc3ccccc32)cc1	68	61	64	53	79	52	69	.
COc1ccc(C(=O)C(C#N)c2ccccc2)cc1 (configuration not stated)	105	111	113	106	103	95	86	.
COc1ccc(/C=C/C(=O)c2ccc(NC(=O)CSc3nnc(-c4ccc5nc(-c6ccc(OC)cc6)[nH]c5c4)o3)cc2)cc1	69	71	90	60	79	83	107	86
CN(C)Cc1ccc(NC(=O)c2cncc(C#Cc3cnc(N)c4ncccc34)c2)cc1F	105	-4.5*	-73*	2.9*	87	-46*	72	132

# Next records:
compound	T-47D	K-562	MDA-MB-231	SR	HS 578T	MCF7	MDA-MB-468	BT-549
O=C1Nc2ccc(F)cc2/C1=C/c1ccc(OCc2ccc(Br)cc2F)cc1	46	44	.	.	72	41	56	86
COc1ccc(S(=O)(=O)NC(=O)NC2C(OC(C)=O)OC(COC(C)=O)C(OC(C)=O)C2OC(C)=O)cc1 (configuration not stated)	.	98	109	104	101	107	98	109
COc1cc(/C=C/C(=O)NO)ccc1OCCOc1ccc2c(C)cc(=O)oc2c1	95	98	103	90	99	92	117	116
Cc1cccc(Cl)c1NC(=O)C(C)C	99	112	101	.	117	94	92	105
N#Cc1c(NN)n(C2OC(CO)C(O)C2O)c2ncnc(N)c12 (configuration not stated)	-15*	-46*	15	.	9.1*	-11*	.	.
COc1ccc2c(c1)CCc1cc(C#N)c(=O)[nH]c1-2	.	92	72	67	47	64	79	94
CN(C)c1cc(NC(=O)CNC(C)(C)C)c(O)c2c1C[C@H]1C[C@H]3[C@H](N(C)C)C(=O)C(C(N)=O)=C(O)[C@@]3(O)C(=O)C1=C2O	101	79	92	58	51	91	91	87
COc1ccc2c(c1)sc1nc(-c3ccccc3)c(-c3c(OC)cccc3OC)n12	93	53	74	67	90	89	55	84
CCCCCCOc1ccc(/C(C)=N/Nc2cc(C)nc3ccc(Br)cc23)cc1	87	93	88	97	108	94	95	98
COc1ccc(C2CC(c3ccccc3)=NN2c2nc(-c3cccs3)c(C#N)c(=O)[nH]2)cc1 (configuration not stated)	69	59	83	58	88	76	96	91
OC(COc1ccccc1Cl)CN1CCCC1 (configuration not stated)	108	120	112	150	119	106	120	106
CCCCCc1ccc(C)cc1OC(C)=O	94	98	114	89	104	103	104	113
CNC(=O)n1c(N)nc(-c2ccccc2)c1-c1ccccc1	96	128	106	84	96	84	87	122
O=C1CCn2c(=O)cc(-c3ccccc3)c3cccc1c32	95	91	108	.	112	106	99	86
COCC(O)CNCCO (configuration not stated)	96	108	121	103	114	91	106	104
Cc1c(-c2ccc(C(=N)N)cc2)oc(-c2ccc(C(=N)N)cc2)c1C	74	59	102	88	40	44	77	80
CC(=O)c1ccc(Cl)c([N+](=O)[O-])c1	105	101	102	103	110	98	107	114
CCOC(=O)C1CCN(C(=O)c2ccccc2)c2scc(-c3ccccc3)c2C1=O (configuration not stated)	80	78	114	78	111	99	87	104
O=S1(=O)CC(c2ccccc2)=NN=C(c2ccccc2)C1	97	99	129	103	102	86	118	121
CN1CC(c2nc3ccccc3s2)CC1=O (configuration not stated)	80	97	101	92	98	79	116	101
COc1c2occc2c(OC)c2c(=O)c(C3=NN(c4ccccc4)C(c4ccc(F)cc4)C3)c(C)oc12 (configuration not stated)	58	92	65	87	98	75	99	103
CC/C(=C(/Br)Cn1cnc2c(Cl)ncnc21)c1ccccc1	95	90	106	78	124	92	120	107
CCOC(OCC)c1ccc(OC)c(OC)c1	63	112	110	109	108	92	100	91
O=[N+]([O-])c1ccc(NN=C(c2ccccc2)c2ccccc2)nc1	91	90	92	89	102	94	94	101
c1ccc(NCCc2ccccn2)cc1	102	102	104	98	106	98	112	105
CCC(=O)c1cc([N+](=O)[O-])c(Br)s1	-46*	44	103	-20*	.	63	75	108
OC(CN(Cc1ccccc1)C1CCCCC1)c1ccc(Cl)cc1 (configuration not stated)	80	.	97	.	108	89	112	88
COC(=O)[C@]1(C)CCC[C@]2(C)[C@H]3C[C@H]4C(C(C)C)=C[C@]3(CC[C@H]21)[C@@H]1C(=O)C(CCC#N)(CCC#N)C[C@H](OCCC#N)[C@@H]14	62	71	84	65	75	57	66	75
CCCC(CCC)NCCO	110	119	130	.	124	94	102	116
Cc1ccc(-c2nnc(SCc3ccc(O)c4ncccc34)n2-c2ccccc2)cc1	5.8*	6.0*	24	12	-3.2*	4.5*	9.1*	18
COc1cc(/C=N/N2CN(C(C)C(=O)O)B(Nc3ncccn3)N=C2N)cc(OC)c1 (configuration not stated)	73[100 µM]	80[100 µM]	105[100 µM]	107[100 µM]	71[100 µM]	74[100 µM]	60[100 µM]	85[100 µM]
CCOC(=O)C1CSCCC1=O (configuration not stated)	93	90	103	77	101	87	96	111
O=C(COc1cccc(/C=C2\CSc3ccc(Cl)cc3C2=O)c1)c1ccc(Cl)cc1	45	17	32	-3.2*	93	-35*	.	20
Cn1c(=O)c2c(nc(Br)n2CC(=O)Nc2ccc(Cl)cc2Cl)n(C)c1=O	100	101	97	104	99	96	108	94
COc1ccc(-c2nnc(Nc3ccc(F)cc3)o2)cc1OC	91	97	89	94	114	88	95	107
O=NN(CCCl)C(=O)Nc1cc2c3ccccc3ccc2c2ccccc12	76	61	71	51	111	58	68	90
CN(C)C(=O)C(=O)C1C=Cc2ccccc21 (configuration not stated)	104	104	105	99	100	93	100	100
COCCNC(=O)c1cc2n(n1)C(C(F)(F)F)CC(c1ccc(Cl)c(Cl)c1)N2 (configuration not stated)	97	102	119	78	101	97	104	100
CCCCCCCCCCCCCCCC(=O)NCCO	84	.	83	86	104	106	106	97
COc1cc(NC(=O)CCSc2nc3ccc(Cl)cc3c(=O)n2Cc2ccccc2)cc(OC)c1OC	64	67	51	66	40	70	93	73
O=P(O)(c1ccc(Br)cc1)c1ccc(Br)cc1	115	106	106	.	106	93	98	109
NC(=S)N/N=C(/c1cccs1)C1CC1	21	69	91	120	.	23	37	98
N#Cc1c(-c2ccccc2)nc(N2CCN(c3ccc(Cl)cc3)CC2)[nH]c1=O	103	97	108	101	97	93	98	92
N#Cc1n[nH]n2c1nc(=O)c1sc(-c3ccccc3)cc12	108	97	102	102	104	86	113	88
O=S(=O)(NNS(=O)(=O)c1ccccc1)c1ccccc1	100	102	115	97	98	100	102	83
